LDHA block = blocks human lactate dehydrogenase A; activity change, % (values are at about 110 or 230 µM); P00338; purified LDHA, NADH/diaphorase-resazurin fluorescence; hits give low values; AID 1347041; 0.15% of 480,000 active; in the data active = activity change below about -30%; inconclusive = mostly about -25% to -30%;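 also: plate controls were DMSO wells for no effect and wells without enzyme for full effect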
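Human LDH5 at 2 nM final in Tris HCl pH 7.4 with 0.06 mM NADH and 0.2 mM pyruvate, reacted 5 minutes at room temperature. Remaining NADH coupled via diaphorase/resazurin; resorufin fluorescence read at 0 and 20 minutes, normalized to enzyme-free and DMSO wells.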
Glioma ERSR ind = ER stress response induction in glioma; U87-MG GRP78 promoter luciferase reporter, 16 h; Potency, µM, for inactives: at the highest dose activation, actives largely listed as activators; 0.02% of 420,000 active; AID 602332; also: potency is read from the fitted curve at half-maximal effect; series mostly up to about 76 µM; % of control where 0% means no effect; nearly all actives have a fitted effect of over 35% in size
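ERSR induction read as luciferase luminescence (Bright-Glo, 10 min at room temperature) in stably transfected human U87-MG glioma cells exposed to compounds for 16 h, using GRP78 as sensor.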
Vif-A3F inh = Vif-A3F binding inhibition; AID 602313; 0.2% of 390,000 active; Potency, µM (titrated, usually from 46.1 µM), for the others: top-dose activity, negative = active; HeLa A3F-eYFP + Vif (tagged APOBEC3F with the HIV-1 protein that degrades it), YFP fluorescence increase; also: potency is read from the fitted curve at half-maximal effect; % of control where 0% means no effect; nearly all actives have a fitted effect of over 65% in size
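HeLa cells stably expressing Vif plus C-terminally eYFP-tagged A3F were seeded, incubated overnight at 37 deg C, dosed with compound, incubated overnight again at 37 deg C. Yellow fluorescence (Ex 488/Em 500-530) reported blocked Vif-mediated A3F-eYFP degradation.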
D1 agonist = agonists of human D1 dopamine receptor | P21728 | HEK293 T-REx D1 cells, calcium flux, agonist mode | activation, % at 2 µM | 1% of 360,000 active | AID 504660; in the data active = activation above about 30%; also: 0% is about no effect
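Inducible HEK293 T-REx D1 cells, force-coupled to calcium signalling, were plated at 4000 cells/well with tetracycline and held overnight at 30 C. After no-wash calcium dye loading, compound-evoked calcium rise over 180 s flagged agonists.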
RXFP1 ag = agonists of human relaxin receptor RXFP1. Q9HBX9. HEK293T-RXFP1 cAMP TR-FRET, 30 min; response scale: percent of porcine relaxin response, buffer zero. Potency, µM (series often up to 57.5 µM), inactives show top-dose activation, most hits filed as activators. 0.3% of 370,000 active. AID 2676; also: potency is read from the fitted curve at half-maximal effect; % is scaled to controls: 0 for no effect and ±100 for the full control effect; nearly all actives have a fitted effect of over 60% in size; many of its hits are not listed in these tables
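HEK293 cells stably expressing RXFP1, treated 30 min at 37C with compounds plus PDE4 inhibitor Ro 20174; cAMP measured by HTRF TR-FRET. Normalized to buffer and 29 nM porcine relaxin; EC50 by Hill fit.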
D2 potentiator = positively modulates the human D2 dopamine receptor allosterically; P14416; HEK293 T-REx D2, calcium flux, EC20 dopamine potentiation; potentiation, % at 10 µM; 0.34% of 340,000 active; AID 485347;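 active = potentiation over 3 SD above the plate norm, cut at about 30% in these data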; also: 0% is about no effect
Target sequence (P14416 whole entry, looked up): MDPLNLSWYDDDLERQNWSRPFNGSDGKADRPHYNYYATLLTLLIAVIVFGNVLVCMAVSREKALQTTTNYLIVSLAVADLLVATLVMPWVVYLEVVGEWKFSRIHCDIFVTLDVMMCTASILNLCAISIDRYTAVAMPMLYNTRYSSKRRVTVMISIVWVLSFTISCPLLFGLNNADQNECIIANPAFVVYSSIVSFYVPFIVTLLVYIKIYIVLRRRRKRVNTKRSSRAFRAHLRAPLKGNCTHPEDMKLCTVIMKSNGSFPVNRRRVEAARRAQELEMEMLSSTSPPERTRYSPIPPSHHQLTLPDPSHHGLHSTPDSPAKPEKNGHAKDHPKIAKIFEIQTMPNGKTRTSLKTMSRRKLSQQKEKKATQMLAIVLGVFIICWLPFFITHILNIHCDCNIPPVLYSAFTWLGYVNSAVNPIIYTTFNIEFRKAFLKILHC
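Tetracycline-induced Hek293 Trex D2 cells, force-coupled to calcium, loaded with no-wash calcium dye. Compound added with 180 s kinetic read for agonism, then EC20 dopamine and a further 180 s read for potentiation.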
D1 antagonist = antagonists of human D1 dopamine receptor; HEK293 TREx D1 cells, calcium flux, dopamine EC80; hits give low values; activity change, negative = inhibition, % at 10 µM; 3.2% of 360,000 active; in the data active = activity change below about -30%; also: % is scaled to controls: 0 for no effect and ±100 for the full control effect
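Calcium flux readout: force-coupled, inducible Hek293 Trex D1 line, cells induced overnight at 30 C with tetracycline, dye-loaded 30–90 min at RT. Antagonism scored against EC80 dopamine challenge given 180 s after compound.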
D1 potentiator = human D1 dopamine receptor positive modulation; P21728; HEK293 TREx D1 cells, calcium flux, dopamine EC20 potentiation; potentiation, % at 10 µM; 0.036% of 360,000 active; AID 504651; in the data active = potentiation above about 30%; also: 0% is about no effect
Vif-A3G inh = Vif-A3G binding inhibition. Q9HC16. HeLa A3G-eYFP + Vif (tagged APOBEC3G with the HIV-1 protein that degrades it), YFP fluorescence, overnight. Potency, µM (highest dose often 46.1 µM), without a hit: top-dose activity, negative = active, most hits filed as inhibitors. 0.076% of 410,000 active. AID 602310;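 also: potency is read from the fitted curve at half-maximal effect; % is scaled to controls: 0 for no effect and ±100 for the full control effect; nearly all actives have a fitted effect of over 60% in size; hits raise eYFP signal because A3G escapes Vif-driven loss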
Target sequence (Q9HC16 whole entry, looked up): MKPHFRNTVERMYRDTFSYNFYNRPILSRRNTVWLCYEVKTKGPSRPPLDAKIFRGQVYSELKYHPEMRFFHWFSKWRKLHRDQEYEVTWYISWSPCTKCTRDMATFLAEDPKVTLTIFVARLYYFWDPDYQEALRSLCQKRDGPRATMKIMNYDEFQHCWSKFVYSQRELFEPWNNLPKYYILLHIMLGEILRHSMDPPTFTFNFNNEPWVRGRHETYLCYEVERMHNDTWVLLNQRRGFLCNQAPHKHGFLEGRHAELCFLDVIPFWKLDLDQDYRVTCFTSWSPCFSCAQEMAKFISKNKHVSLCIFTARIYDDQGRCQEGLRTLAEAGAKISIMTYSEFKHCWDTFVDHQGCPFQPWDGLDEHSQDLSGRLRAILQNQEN
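Read-out is eYFP fluorescence (Ex 488/Em 500-530) from Vif-expressing HeLa A3G-eYFP cells; more signal means A3G escaped Vif-mediated degradation. Cells plated overnight, compound pinned in, incubated overnight at 37 deg C.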
Active calls of the source: *; ? = inconclusive; nt = not tested or not shown; & = joins results of further samples. Unless noted, calls follow the shape of the dose curve; as a rule, active = well fitted curve in the direction sought with a large enough effect; inconclusive = small, poorly fitted or top-dose-only effect, or another doubt; inactive = no such curve, though single readings can be large; an effect the other way counts as inactive or inconclusive. Some of the compounds tested; rates above refer to the full screens.

SMILES | LDHA block | Glioma ERSR ind | Vif-A3F inh | D1 agonist | RXFP1 ag | D2 potentiator | D1 antagonist | D1 potentiator | Vif-A3G inh
Cc1cccc(C)c1-n1c(C)cc(/C=C2\NC(=O)NC2=O)c1C | 1.2 | -4.3% | -0.4% | -1.0 | -5.3% | 0.3 | 7.2 | 12.9 | -12.0%
COc1cc(C(=O)NC(=S)Nc2ccccc2N2CCOCC2)cc(OC)c1OC | -0.6 | -1.3% | 4.7% | 0.0 | -2.4% | 0.7 | 8.1 | 4.0 | -19.3%
CC(C)c1ccc(-c2nc(N3CCOCC3)[nH]c(=O)c2C#N)cc1 | -8.2 | -2.3% | -4.5% | 2.0 | 1.8% | 1.1 | -16.3 | -6.5 | -0.2%
CCOC(=O)c1ccc(NC(=O)CCNS(=O)(=O)c2cc(Br)cnc2N)cc1 | -7.6 | 1.1% | 0.9% | -0.7 | -0.3% | -11.0 | -6.2 | -1.1 | 2.6%
COc1ccc(Cc2ccc(OC)c(N)c2)cc1N | 4.7 | -0.7% | 11.0% | 1.0 | -2.2% | 1.1 | -25.0 | 6.0 | -0.9%
Cc1cc(C)nc(SCSc2nc(C)cc(C)n2)n1 | 0.0 | -1.6% | -1.0% | 12.9 | 3.9% | 11.6 | 10.6 | 0.5 | -0.8%
O=C1CSC(c2cn(-c3ccccc3)nc2-c2ccc3c(c2)OCCO3)N1CCN1CCOCC1 (configuration not stated) | -6.3 | -2.7% | -1.9% | 9.5 | 1.3% | -1.4 | -0.4 | -7.4 | -0.8%
Cc1ccc(Oc2ccccc2)c(NC=O)c1 | 5.2 | -2.7% | -12.5% | 3.6 | 1.5% | -0.7 | 0.6 | -11.8 | -3.5%
COc1ccc(OC)c(S(=O)(=O)NCc2cn3ccsc3n2)c1 | 2.1 | -1.1% | -9.8% | 0.0 | 0.9% | -8.8 | -21.6 | 0.8 | 0.4%
COc1cc(C(=O)NCCCN(C)C)ccc1OCC(=O)Nc1cccc(C(F)(F)F)c1 | -18.5 | -6.1% | 6.6% | 1.9 | 0.3% | -0.3 | -0.2 | -1.7 | 6.2%
Cc1cccc(-c2n[nH]c(=S)n2/N=C/c2ccco2)c1 | -4.2 | -1.1% | -2.2% | 0.6 | 0.6% | 2.0 | -24.5 | 4.0 | -0.8%
FC(F)(F)c1nc2ccccc2n2c(-c3c(Cl)cccc3Cl)nnc12 | -2.4 | -5.8% | 0.8% | 0.9 | 0.7% | -8.6 | 5.8 | -0.8 | -20.7%
CNC(=O)c1[nH]nc2c1CCc1ccccc1-2 | 12.1 | -0.5% | ? | 4.0 | 0.2% | 16.8 | 6.7 | 10.2 | 0.1%
CCOC(=O)c1c(C)[nH]c(C(=O)OCc2nc3ccsc3c(=O)[nH]2)c1C | -3.1 | -1.0% | -16.0% | nt | nt | nt | nt | nt | -6.8%
CCN1CCN(c2cc(C)c3cc(NC(=O)/C=C/c4cccc(OC)c4OC)ccc3n2)CC1 | 1.6 | -4.9% | 4.9% | 10.0 | -0.5% | -10.8 | -4.6 | 0.6 | -28.4%
CCc1nnc(NCn2nc(C)cc2C)s1 | -2.8 | -3.4% | nt | 1.5 | 1.1% | 5.2 | 0.1 | -6.8 | -3.4%
Cc1ccc(NC(=O)CSc2nccn2Cc2ccco2)c(C)c1 | -6.0 | -8.0% | -1.5% | 1.5 | -2.3% | -12.1 | -6.4 | 1.1 | 0.3%
COc1ccc(C(CNC(=O)c2sccc2C)N2CCOCC2)cc1 (configuration not stated) | -0.3 | 2.2% | 0.3% | 2.8 | 0.4% | 9.1 | 2.0 | -3.2 | 2.4%
COc1ccc(Cl)cc1S(=O)(=O)N1CCC(C(=O)NCCC2=CCCCC2)CC1 | 7.0 | -0.4% | 10.1% | 1.8 | 1.1% | 0.4 | 7.5 | 0.8 | 4.0%
CCC(C)(C)NC(=O)C(c1ccc(OC)cc1)N(C(=O)CCC(=O)Nc1cc(C)on1)c1ccc(F)cc1 (configuration not stated) | -6.2 | -3.3% | 4.7% | 3.5 | -0.7% | -5.7 | -9.1 | -10.1 | 0.0%
Nn1c(SCc2ccc(C(=O)O)cc2)nnc1-c1ccc(Cl)cc1Cl | -3.5 | 0.5% | -9.2% | 2.1 | 0.8% | 1.8 | 2.5 | -1.4 | 1.3%
N#Cc1cc2c(nc1SCC(=O)Nc1sc3c(c1C#N)CCC3)CCCCC2 | -1.5 | -2.3% | -2.0% | 2.4 | ? | 4.0 | 3.1 | 4.0 | 1.9%
COc1ccc2nc(N=NC3=C(O)CC(C)(C)CC3=O)sc2c1 | -4.8 | -3.8% | -8.6% | 0.4 | -3.0% | -2.8 | 9.3 | -1.5 | -0.2%
O=C(Nc1ccc(Cl)c(Cl)c1)N1CCC(c2ccccc2)C1 (configuration not stated) | 2.6 | 2.9% | -2.9% | 12.5 | 0.1% | -22.1 | -42.7* | -5.8 | 2.6%
O=C(Cn1[nH]c(=O)c2ccccc2c1=O)NC1CCN(Cc2ccccc2)CC1 | -4.0 | -2.8% | 8.7% | 2.7 | 0.8% | nt | 12.7 | 4.0 | 0.6%
CCOC(=O)C1(Cc2ccc(Cl)cc2)CCN(C(=O)c2cc(C)nc(C)n2)CC1 | -4.8 | -4.3% | -2.7% | 1.1 | -1.3% | -0.7 | -0.1 | -2.6 | 2.6%
O=[N+]([O-])c1ccc2nc(N3CCCC3)sc2c1 | -8.5 | 11.7% | 6.4% | 9.0 | -1.7% | -8.9 | -9.2 | -5.0 | -1.1%
O=C(N[C@H]1C/C=C\C[C@@H](CC(=O)N(CCO)Cc2ccccc2)C(=O)N2CCC[C@@H]2COC1=O)OCC1c2ccccc2-c2ccccc21 | -0.1 | -4.5% | -3.3% | nt | nt | nt | nt | nt | 0.5%
CCOc1cc(/C=N/NC(=O)c2ccc(CSc3nncn3C)cc2)ccc1OCC(=O)N1CCOCC1 | -6.0 | -4.6% | -1.0% | 0.8 | 0.2% | -1.5 | 7.6 | -2.9 | -1.5%
COc1ccc(C(=O)N2CCOC23CCN(c2ncccn2)CC3)cc1 | -7.6 | -1.2% | -3.7% | -0.5 | -1.1% | -10.2 | -14.9 | -4.5 | 2.3%
COc1ccc(CCN2C(=O)c3oc4ccc(F)cc4c(=O)c3C2c2ccc(C(C)(C)C)cc2)cc1 (configuration not stated) | -14.6 | -5.2% | -5.2% | 0.3 | 4.9% | -14.4 | 8.0 | -4.8 | -1.1%
COc1ccc(NC(=O)c2ccc3c(c2)sc2nc(-c4ccc(OC)cc4)cn23)cc1 | -3.2 | 0.5% | 4.4% | -0.7 | ? | -10.6 | -1.0 | -3.4 | 2.5%
Cn1cccc1/C=C1\SC(=O)N(CC(=O)Nc2ccc(F)cc2)C1=O | -4.4 | -2.5% | ? | 4.0 | 0.1% | 6.4 | 17.1 | -1.4 | -15.2%
CCOc1ccc(C(=O)NCC2CCCO2)cc1 (configuration not stated) | -6.5 | 2.1% | -1.2% | -0.7 | 0.5% | 2.5 | 0.6 | 3.1 | 0.3%
CCOC(=O)c1c(C)c(C(=O)NCCCOC)c(C)n1C | -3.1 | -3.0% | ? | 3.9 | 1.4% | 4.8 | 18.6 | 6.8 | 2.9%
COc1ccc(NC(=O)Nc2cccc3c2O[C@H](CN(C)Cc2ccc(-c4ccccc4)cc2)[C@@H](C)CN([C@H](C)CO)C3=O)cc1 | -0.8 | -0.2% | -4.6% | nt | nt | nt | nt | nt | 3.4%
CCOc1ccccc1NC(=O)C1CCN(S(=O)(=O)Cc2ccccc2)CC1 | -15.0 | -2.6% | 0.4% | 0.3 | 8.2% | 11.7 | -19.9 | -3.4 | -3.2%
O=C(NN=C1CCCCCC1)c1cc(-c2ccccc2)nc2ccccc12 | -2.2 | -2.5% | 3.5% | 0.5 | 1.6% | 4.4 | 15.6 | -4.8 | -13.4%
O=S(=O)(c1cccc(Br)c1)N1CCN(S(=O)(=O)c2ccc3c(c2)OCCO3)CC1 | -3.9&1.4 | 2.2% | -4.1% | 2.1 | nt | nt | 14.9 | -1.4 | -2.3%
COc1cc(/C=N/n2c(-c3cc(C)[nH]n3)n[nH]c2=S)ccc1O | 6.0 | -2.6% | -18.7% | 1.3 | 4.2% | 3.8 | 6.3 | -3.0 | 2.9%
Cc1ccc(C(c2nnnn2CS(=O)(=O)c2ccc(C)cc2)N2CCN(c3ncccn3)CC2)cc1 (configuration not stated) | 2.2 | -2.0% | 2.7% | -1.3 | 2.1% | 11.1 | -10.2 | 2.2 | -3.9%
NS(=O)(=O)c1ccc(NC(=O)c2ccc(CSc3ccccc3)o2)cc1 | -3.9 | -2.7% | -24.0% | 7.5 | -0.7% | 5.1 | 3.6 | -1.8 | 0.3%
Cc1ccc(S(=O)(=O)N2CCC(c3nc4c(nnn4Cc4ccccc4)c(=O)[nH]3)CC2)cc1 | -4.0 | -7.2% | 8.7% | -1.2 | 0.1% | 0.2 | -11.7 | 3.6 | -5.8%
CCN(CC)S(=O)(=O)c1cc(NC(=O)c2cc(-c3ccccn3)nc3ccccc23)ccc1C | -3.1 | -5.5% | 0.7% | 4.8 | -1.7% | 23.1 | -14.9 | -12.6 | -4.6%

Printed as active in D1 antagonist, of those listed so far:
Structure | Glioma ERSR ind | D1 agonist | D2 potentiator | D1 antagonist | D1 potentiator | Vif-A3G inh
O=C(Nc1ccc(Cl)c(Cl)c1)N1CCC(c2ccccc2)C1 (configuration not stated) | 2.9% | 12.5 | -22.1 | -42.7* | -5.8 | 2.6%

Structural class: the compounds so far containing bromine (2)
SMILES | LDHA block | Glioma ERSR ind | Vif-A3F inh | D1 agonist | RXFP1 ag | D2 potentiator | D1 antagonist | D1 potentiator | Vif-A3G inh
CCOC(=O)c1ccc(NC(=O)CCNS(=O)(=O)c2cc(Br)cnc2N)cc1 | -7.6 | 1.1% | 0.9% | -0.7 | -0.3% | -11.0 | -6.2 | -1.1 | 2.6%
O=S(=O)(c1cccc(Br)c1)N1CCN(S(=O)(=O)c2ccc3c(c2)OCCO3)CC1 | -3.9&1.4 | 2.2% | -4.1% | 2.1 | nt | nt | 14.9 | -1.4 | -2.3%

From PubChem BioAssay
